FBW7 activator – activators of human E3 ligase FBW7; Q969H0; AlphaScreen FBW7–phospho-cyclin E peptide binding, activator screen; normalized activity (activation), % at 26.1 µM; 650,000 tested, 0.13% active; in the data active means normalized activity above about 1.9%;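 further: purified mutant Fbw7 with reduced substrate affinity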
Target sequence (Q969H0 whole entry, looked up): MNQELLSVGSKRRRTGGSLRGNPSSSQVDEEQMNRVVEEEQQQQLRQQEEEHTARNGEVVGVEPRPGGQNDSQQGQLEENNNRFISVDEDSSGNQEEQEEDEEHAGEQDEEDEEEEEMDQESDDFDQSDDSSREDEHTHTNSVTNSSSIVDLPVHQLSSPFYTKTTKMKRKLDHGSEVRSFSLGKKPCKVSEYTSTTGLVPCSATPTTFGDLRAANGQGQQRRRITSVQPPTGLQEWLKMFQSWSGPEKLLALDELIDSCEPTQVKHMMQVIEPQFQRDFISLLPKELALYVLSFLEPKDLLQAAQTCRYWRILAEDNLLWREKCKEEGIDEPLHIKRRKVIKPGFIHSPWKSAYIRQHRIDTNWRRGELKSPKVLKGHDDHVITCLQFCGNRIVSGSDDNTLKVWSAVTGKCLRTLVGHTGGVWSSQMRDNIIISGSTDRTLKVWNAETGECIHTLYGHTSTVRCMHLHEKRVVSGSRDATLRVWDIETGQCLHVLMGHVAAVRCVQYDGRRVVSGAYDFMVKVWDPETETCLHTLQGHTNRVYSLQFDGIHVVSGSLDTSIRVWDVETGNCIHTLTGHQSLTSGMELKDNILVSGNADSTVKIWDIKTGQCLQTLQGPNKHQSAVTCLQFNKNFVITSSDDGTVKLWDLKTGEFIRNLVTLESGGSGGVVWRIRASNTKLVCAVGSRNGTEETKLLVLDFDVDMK
MITF primary – human MITF inhibition, primary screen; AlphaScreen MITF homodimerization, bead proximity signal; inhibition, % at 2.6 µM; 650,000 tested, 0.91% active; AID 1259374; O75030; in the data active means inhibition above about 50%;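 further: 0% = vehicle wells with protein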
TEAD-YAP inh – TEAD-YAP interaction inhibition; 640,000 tested, 1.4% active; AID 1259422; inhibition, % at 9.12 µM; HEK-TIYL cells, TEAD-Gal4/YAP UAS-luciferase luminescence; in the data active means inhibition above about 32%;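 further: 0% = median of test compound wells and 100% = reference inhibitor wells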
GPR151 ag – activates the human receptor GPR151; Q8TDV0; activation, % at 11.2 µM; 650,000 tested, 1% active; PathHunter beta-arrestin GPR151 cells, luminescence; AID 1508602; in the data active means activation above about 4.9%;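 further: 0% = median of compound wells and 100% = cells with positive control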
An asterisk follows results filed as active; / = not tested or not shown. Rows are unselected. Share with any hit: about 3.4%.

#	structure	FBW7 activator	MITF primary
1	CC(C)n1c2ccccc2c2nnc(SCC(=O)Nc3cccc(F)c3)nc21	0.2	-10
2	CCCn1c(=NC(=O)c2ccc(F)cc2)c(C(=O)OCC)cc2c(=O)n3ccccc3nc21	0.1	2
3	CCc1ccc(-c2cn(-c3ccc(F)cc3)c(=S)[nH]2)cc1	0.2	23
4	COc1ccccc1C1=Nc2cccc3cccc(c23)N1	0.1	16
5	CCN(Cc1ccccc1)C(=O)c1cccc(OC2CCN(S(C)(=O)=O)CC2)c1	0.0	9
6	O=C(O)c1cccc(NC(=O)c2ccc3c(c2)C(=O)N(C2CCCCC2)C3=O)c1	0.0	8
7	CCOC(=O)c1oc2ccccc2c1NC(=O)c1ccc(N(C)C)cc1	0.2	3
8	COc1ccccc1OCC(=O)Nc1cc(C(=O)O)cc(C(=O)O)c1	0.0	3

#	TEAD-YAP inh	GPR151 ag
1	-6	-1.0
2	2	-0.9
3	-27	-0.1
4	1	0.6
5	4	1.3
6	5	1.2
7	1	-2.3
8	6	0.7

Exported with values under each structure: entries from further up.
Each structure is followed by: FBW7 activator, MITF primary, TEAD-YAP inh, GPR151 ag
6. O=C(O)c1cccc(NC(=O)c2ccc3c(c2)C(=O)N(C2CCCCC2)C3=O)c1
    0.0, 8, 5, 1.2
7. CCOC(=O)c1oc2ccccc2c1NC(=O)c1ccc(N(C)C)cc1
    0.2, 3, 1, -2.3
8. COc1ccccc1OCC(=O)Nc1cc(C(=O)O)cc(C(=O)O)c1
    0.0, 3, 6, 0.7

Later entries.
#	structure	FBW7 activator	MITF primary
9	COc1ccc(CNC(=O)C(=O)Nc2ccc(Oc3ccccc3)cc2)cc1	0.1	14
10	Cc1cccc2cc(CN(Cc3ccco3)C(=O)c3ccncc3)c(=O)[nH]c12	-0.4	-18
11	CC1(Cc2ccc3c(c2)OCO3)C(=O)Nc2ccc(S(=O)(=O)NC3CCCCC3)cc21 (stereo not drawn)	0.1	-10
12	CCOc1ccc(S(=O)(=O)N(CC(=O)Nc2cccnc2)c2ccc(F)cc2)cc1	0.0	-8
13	Fc1ccc(CNC(=S)NC2CCCC2)cc1	1.0	7
14	CCOc1ccccc1-n1c(=S)sc2c(=O)n(-c3ccccc3C)c(SCC(=O)NCCC(C)C)nc21	-0.1	3
15	Cc1ncc(CO)c2cc(C(=O)Nc3ccc(C#N)cc3)c(=N)oc12	0.1	10
16	CCN(CC)CCNC(=S)Nc1ccc(Cl)cc1	0.1	14

#	TEAD-YAP inh	GPR151 ag
9	9	-1.0
10	1	-0.3
11	4	0.8
12	9	-0.8
13	8	-0.2
14	3	0.6
15	9	-0.8
16	4	2.5

The list continues.
#	structure	FBW7 activator	MITF primary
17	CCOc1cccc2cc(C(=O)NCCC3=CCCCC3)c(=O)oc12	0.8	1
18	N[C@@H]1CCN(O)C1=O	-0.2	3
19	COC(=O)c1ccc(NC(=O)COC(=O)CSc2nc(C)cc(C)n2)cc1	0.1	9
20	COC(=O)C(CO)NC(=O)/C=C/c1cn(-c2ccccc2)nc1-c1cccs1 (stereo not drawn)	0.0	-4
21	Cc1nc2sc(C(=O)NC3CCCCC3)c(C)c2c(=O)[nH]1	0.0	4
22	CCOC(=O)c1ccc2ncc(C(=O)OCC)c(NC3CC(C)(C)NC(C)(C)C3)c2c1	-0.1	6
23	C1=C(c2ccc3c(c2)OCO3)Nc2ncnn2C1c1cccs1 (stereo not drawn)	-0.1	-3
24	CCOC(=O)/C(C#N)=c1\s/c(=C\c2ccc(OC)cc2)c(=O)n1CC	0.1	-8

#	TEAD-YAP inh	GPR151 ag
17	-8	-0.2
18	/	-0.1
19	-2	0.5
20	-5	0.9
21	6	-1.6
22	-16	0.5
23	1	0.3
24	3	1.4

(further entries)
#	structure	FBW7 activator	MITF primary
25	CCOCCCNC(=O)c1cc(Nc2ccccc2C)nc2ccccc12	-0.1	-7
26	Cn1c(CCNC(=O)N2CCCC2)nnc1SCc1ccccc1	0.1	4
27	CCOC(=O)CC(C)(C)/C(C)=N/Nc1ccc([N+](=O)[O-])cc1[N+](=O)[O-]	-0.2	-14
28	COCc1cccc(-c2ccc(C(=O)Nc3cccc(OC)c3)c(N(C)C)n2)c1	0.1	-17
29	COc1ccc(-c2nc(-c3ccc(C(=O)O)cc3)[nH]c2-c2ccc(OC)cc2)cc1	-0.1	-6
30	Cc1sc2nc(SCc3cc(=O)[nH][nH]3)nc(N)c2c1C	-0.3	6
31	COc1cc(CN2CCNC(=O)C2CC(=O)NCCC2=CCCCC2)cc(OC)c1 (stereo not drawn)	0.0	8
32	Cc1ccccc1C(=O)Nc1c2c(nn1CC(=O)NCc1ccco1)CSC2	-0.3	-3

#	TEAD-YAP inh	GPR151 ag
25	10	0.3
26	-7	-0.2
27	-7	2.7
28	-10	-1.0
29	-15	-0.5
30	-1	0.3
31	-5	1.0
32	-9	1.3

Next results follow.
#	structure	FBW7 activator	MITF primary
33	CC(C)(C)CC(=O)NC(=S)NCC1CCCO1 (stereo not drawn)	0.1	7
34	COC(=O)c1cccc(N2C(=O)/C(=C/c3ccc(Cl)cc3)C=C2c2ccccc2)c1	0.1	-14
35	COc1ccc(C(=O)NC2CCc3ccccc32)cc1OC1CCN(C(C)C)CC1 (stereo not drawn)	0.0	6
36	CCCCNC(=O)CSc1nc2cc3c(cc2c(=O)n1CCCCCC(=O)NCc1ccc2c(c1)OCO2)OCO3	0.0	-1
37	Cc1c(OC(=O)c2ccccc2)ccc2c(-c3ccccc3)cc(=O)oc12	0.2	12
38	CCOc1ccc(-n2c(SCC(=O)Nc3cccc(C)c3)nc3n[nH]c(C)c3c2=N)cc1	0.1	5
39	COc1ccc([N+](=O)[O-])cc1CSc1nnc(NC(=O)c2ccccc2OC)s1	0.0	6
40	CC(C)OCCCNC(=O)C(C(=O)c1ccc(F)cc1)n1ccccc1=O (stereo not drawn)	0.1	-2

#	TEAD-YAP inh	GPR151 ag
33	-1	1.7
34	-28	1.1
35	-2	1.9
36	-14	0.6
37	-2	1.1
38	-3	-0.2
39	-3	1.8
40	-10	-0.4

Later entries:
#	structure	FBW7 activator	MITF primary
41	CCOC(=O)c1cnc2c(Cl)cccc2c1Nc1cccc(OC)c1	0.0	-6
42	CCCOC1CCCN(C(=O)c2cc(Cl)c(Cl)cc2C(=O)O)C1 (stereo not drawn)	0.0	-4
43	CCc1ccc(NS(=O)(=O)c2ccc3c(c2)OCCN3C)cc1	0.0	3
44	CCOc1ccc(N=c2scc(-c3ccccc3)n2CCO)cc1	-0.2	15
45	CS(=O)(=O)c1ccccc1CN1CCC(NCC2CCCCC2)CC1	0.0	-3
46	CC(=O)Nc1nnc(SCc2cc(=O)c(OC(=O)c3ccccc3C)co2)s1	-0.1	-9
47	Cc1c(C(=O)Nc2ccc(Cl)cc2)sc(N)c1C(=O)OC(C)C	0.2	2
48	CC(C)(C)c1ccccc1OCCCCCNCCO	0.4	31

#	TEAD-YAP inh	GPR151 ag
41	-6	1.2
42	-12	0.6
43	11	3.6
44	-41	0.0
45	-2	-0.5
46	4	1.1
47	-12	0.9
48	6	0.3

(next part)
#	structure	FBW7 activator	MITF primary
49	CCCNC(=O)Cc1cn(-c2ccc(Nc3cnccn3)nn2)c2ccccc12	0.0	-2
50	Cc1cccc(CN2CCN3C(=O)[C@H](Cc4cnc[nH]4)NC(=O)[C@H]3C2)c1	0.2	-13
51	CCOc1ccc(C2=NN3C(C2)c2cccc(OCC)c2OC3c2ccccc2Cl)cc1 (stereo not drawn)	0.1	0
52	Cc1ccc(Nc2nc(Nc3ccc(C)c(C)c3)nc(Sc3nc4ccccc4[nH]3)n2)cc1C	-0.1	-8
53	CC(C)CC(C(=O)Nc1cccc(O)c1)N1C(=O)c2ccccc2C1=O (stereo not drawn)	0.0	-4
54	Cc1cccc(-n2ncc3c(Nc4cc(C)ccc4C)ncnc32)c1	0.1	-5
55	O=C(CSc1nc2c(c(=O)n1-c1ccc(F)cc1)SCC2)N1CCOCC1	0.1	14
56	Nn1c(SCc2nc3ccc(Cl)cc3n2CCO)nnc1C1CCCCC1	-0.2	1

#	TEAD-YAP inh	GPR151 ag
49	-9	-1.4
50	-28	-1.0
51	-4	0.1
52	-4	-1.4
53	9	0.2
54	45*	-1.6
55	-1	-0.1
56	8	-0.6

New compounds follow.
#	structure	FBW7 activator	MITF primary
57	CN(c1ccccc1)S(=O)(=O)c1ccc(C(=O)Nc2nc(-c3ccccn3)cs2)cc1	-0.1	9
58	COc1ccc(F)c(CN2CCOc3ccc(CN4CCCCC4CO)cc3C2)c1 (stereo not drawn)	0.0	7
59	COc1ccc(CCNC(=O)C(=O)NC(C)C)cc1OC	-0.1	4
60	COc1ccc(CCNC(=O)CCn2c(SCC(=O)c3ccc(F)cc3)nc3ccccc3c2=O)cc1OC	0.0	-1
61	O=S(=O)(c1ccc2ccccc2c1)N1CCN(Cc2ccsc2)CC1	0.0	10
62	COc1ccccc1/C=C/C=N\NC(=O)c1cc(C)oc1C	-0.1	11
63	CCOC(=O)COc1c(I)cc(C=O)cc1OCC	0.3	8
64	Cc1ccc(N(Cc2ccc(C(=O)NCc3ccc(Cl)cc3)cc2)S(C)(=O)=O)cc1C	0.1	10

#	TEAD-YAP inh	GPR151 ag
57	16	-0.4
58	-8	-0.6
59	4	-1.9
60	-2	1.0
61	7	0.8
62	-12	2.7
63	8	0.2
64	6	-0.8

New compounds follow.
#	structure	FBW7 activator	MITF primary
65	Cc1nnc(-c2cn(CC(=O)NCCc3ccccc3)c3ccccc23)o1	0.1	-4
66	CCOC(=O)C1=CN(c2ccc(C)c(C)c2)C=C(C(=O)OCC)C1c1cccc(F)c1	-0.1	2
67	Cc1[nH][nH]c(=O)c1C(c1cccs1)c1c(C)[nH][nH]c1=O	-0.1	-17
68	CCn1c(=O)n(CC(=O)Nc2ccc(F)cc2Cl)c(=O)c2ccccc21	0.7	10
69	O=c1oc(-c2ccc([N+](=O)[O-])cc2)nc2sc3c(c12)CCCCC3	0.0	-11
70	O=C(c1ccncc1)N1CCN(Cc2ccco2)CC1	0.0	76*
71	Cc1cc(C)nc(NNC(=O)c2ccc(Cl)cc2)n1	-0.2	1
72	CSc1nnc2c(n1)OC(c1cccc(C)n1)N(C(C)=O)c1ccccc1-2 (stereo not drawn)	0.1	-2

#	TEAD-YAP inh	GPR151 ag
65	8	0.3
66	-4	1.4
67	3	4.2
68	4	-0.2
69	4	1.2
70	-11	-0.6
71	3	-1.4
72	4	3.4

Going on with the list.
#	structure	FBW7 activator	MITF primary
73	COc1cc2ccccc2cc1C(=O)Nc1nnc(C23CC4CC(CC(C4)C2)C3)s1	-0.1	-1
74	COc1ccc(C2/C(=C(/O)c3ccc(Cl)cc3)C(=O)C(=O)N2CCCO)cc1 (stereo not drawn)	0.0	-21
75	Cc1nc2ccccc2n1CC(=O)N1CCCC1c1nc2ccccc2[nH]1 (stereo not drawn)	1.3	6
76	Cc1ccc2ccc(S(=O)(=O)N3CCN(C)CC3)cc2c1	0.0	-20

#	TEAD-YAP inh	GPR151 ag
73	3	0.7
74	-2	2.4
75	14	-1.5
76	0	0.4

Gathered by group, the entries above with a thiophene ring, fused or not
#	structure	FBW7 activator	MITF primary
20	COC(=O)C(CO)NC(=O)/C=C/c1cn(-c2ccccc2)nc1-c1cccs1 (stereo not drawn)	0.0	-4
21	Cc1nc2sc(C(=O)NC3CCCCC3)c(C)c2c(=O)[nH]1	0.0	4
23	C1=C(c2ccc3c(c2)OCO3)Nc2ncnn2C1c1cccs1 (stereo not drawn)	-0.1	-3
30	Cc1sc2nc(SCc3cc(=O)[nH][nH]3)nc(N)c2c1C	-0.3	6
47	Cc1c(C(=O)Nc2ccc(Cl)cc2)sc(N)c1C(=O)OC(C)C	0.2	2
61	O=S(=O)(c1ccc2ccccc2c1)N1CCN(Cc2ccsc2)CC1	0.0	10
67	Cc1[nH][nH]c(=O)c1C(c1cccs1)c1c(C)[nH][nH]c1=O	-0.1	-17
69	O=c1oc(-c2ccc([N+](=O)[O-])cc2)nc2sc3c(c12)CCCCC3	0.0	-11

#	TEAD-YAP inh	GPR151 ag
20	-5	0.9
21	6	-1.6
23	1	0.3
30	-1	0.3
47	-12	0.9
61	7	0.8
67	3	4.2
69	4	1.2

High-throughput results (PubChem BioAssay)
